# Screens deposited in PubChem BioAssay by National Center for Advancing Translational Sciences (NCATS).
# IMPase Li cell: IMPase inhibition in cells with lithium potentiation; CHO-M1 cells, IP1 TR-FRET (IP-One), carbachol + lithium; Potency, µM (top dose mostly 59.4 µM), for the others: at the highest dose activity, negative = IMPase inhibition, hits mostly inhibitors; 210,000 tested, 0.35% active; AID 1457;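 also: IP1 builds up when IMPase is blocked and the TR-FRET signal falls; plate controls were basal vehicle for no effect and high inhibitor control for full effect; nearly all actives have a fitted effect of over 50% in size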
#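 Lithium-sensitised IP1 accumulation assay; M1-expressing CHO cells treated 30 min at 37C with compound. Competitive antibody detection by time-resolved FRET followed a 10 min room-temperature lysis step.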
# Epigenetic reg: regulators of epigenetic silencing causing reporter derepression in mouse cells. murine LDR cells, GFP reporter derepression, 30 h. Potency, µM (titrated, usually from 53.9 µM), for inactives: top-dose GFP activation, usual class: activators. 280,000 tested, 0.2% active; also: % of control where 0% means no effect; nearly all actives have a fitted effect of over 60% in size
#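 Murine LDR cells carrying a silenced, genomically integrated CMV-driven GFP reporter were exposed to compound for 30 hours at 37 C. After PBS washes, GFP-positive cells (20–120 um objects) were counted by laser-scanning microplate cytometry.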
# RGS12 GoLoco inh: blocks human Gai1 binding to RGS12 GoLoco peptide, red readout | Potency, µM (titrated, usually from 61.6 µM), inactives show at the highest dose activity, negative = inhibition, most hits filed as inhibitors | AID 880 | P63096 | 230,000 tested, 0.44% active | Gai1:RGS12 GoLoco peptide FP, rhodamine, 10 min; active = well fitted inhibition curve with a large enough effect, not every such curve was filed as active; inactive = no such curve, though single readings can be large or run the other way; also: % is scaled to controls: 0 for no effect and ±100 for the full control effect; nearly all actives have a fitted effect of over 30% in size; many of its hits are not listed in these tables
# Target sequence (P63096 whole entry, looked up): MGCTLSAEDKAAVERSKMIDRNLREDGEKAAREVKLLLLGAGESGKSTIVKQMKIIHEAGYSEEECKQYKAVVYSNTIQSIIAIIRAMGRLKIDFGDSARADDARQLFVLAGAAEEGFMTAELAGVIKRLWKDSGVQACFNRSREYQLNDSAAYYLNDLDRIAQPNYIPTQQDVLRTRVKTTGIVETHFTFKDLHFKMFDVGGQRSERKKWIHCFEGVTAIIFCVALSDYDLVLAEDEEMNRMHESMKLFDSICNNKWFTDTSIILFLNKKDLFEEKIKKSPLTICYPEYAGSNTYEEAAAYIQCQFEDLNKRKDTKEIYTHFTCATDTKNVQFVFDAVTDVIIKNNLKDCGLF
# SMN2 splice up: enhancers of SMN2 splice variant expression | AID 1458 | HEK293 SMN2-luciferase splicing reporter, luminescence, 30-36 h | 210,000 tested, 2.8% active | Potency, µM (top dose mostly 46.1 µM), for the others: top-dose activity change, positive = activation, hits mostly activators; also: % of control where 0% means no effect; nearly all actives have a fitted effect of over 55% in size
#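 qHTS luciferase splicing reporter: luminescence rises when SMN2 exon 7 is included in transfected HEK293 cells. Compound exposure lasted 30-36 h at 37C, with 4.5 mM final sodium butyrate as control, followed by a ONE-Glo read.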
# JMJD2E inh: JMJD2E (human) inhibition; B2RXH2; JMJD2E catalytic domain, FDH-coupled NADH fluorescence (FDH is formaldehyde dehydrogenase); Potency, µM (highest dose often 57.1 µM), for inactives: top-dose activity change, negative = inhibition, actives largely listed as inhibitors; 230,000 tested, 1.6% active; AID 2147; active = well fitted inhibition curve with a large enough effect, not every such curve was filed as active; inconclusive = small, poorly fitted or top-dose-only effect, or another doubt; inactive = no such curve, though single readings can be large or run the other way;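 also: 0% = wells with enzyme and -100% = buffer wells without enzyme; nearly all actives have a fitted effect of over 50% in size; many of its hits are not listed in these tables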
# NPSR antag: neuropeptide S receptor (human) antagonism, cAMP; CHO-NPSR cells, cAMP TR-FRET, antagonist mode; Q6W5P4; AID 1461; 220,000 tested, 1% active; Potency, µM (titrated, usually from 38.3 µM), inactives show top-dose activity change, negative = inhibition, actives largely listed as inhibitors; also: % is scaled to controls: 0 for no effect and ±100 for the full control effect; nearly all actives have a fitted effect of over 50% in size; many of its hits are not listed in these tables
# RECQ1 inh: RECQ1 (human) helicase inhibition. P46063. RECQ1 DNA unwinding, red fluorescence kinetic read. Potency, µM (series often up to 57.3 µM), without a hit: at the top dose activity, negative = inhibition, hits mostly inhibitors. 240,000 tested, 0.54% active. AID 2549;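 also: plate controls were vehicle for no effect and no enzyme for full effect; nearly all actives have a fitted effect of over 30% in size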
# Target sequence (P46063 whole entry, looked up): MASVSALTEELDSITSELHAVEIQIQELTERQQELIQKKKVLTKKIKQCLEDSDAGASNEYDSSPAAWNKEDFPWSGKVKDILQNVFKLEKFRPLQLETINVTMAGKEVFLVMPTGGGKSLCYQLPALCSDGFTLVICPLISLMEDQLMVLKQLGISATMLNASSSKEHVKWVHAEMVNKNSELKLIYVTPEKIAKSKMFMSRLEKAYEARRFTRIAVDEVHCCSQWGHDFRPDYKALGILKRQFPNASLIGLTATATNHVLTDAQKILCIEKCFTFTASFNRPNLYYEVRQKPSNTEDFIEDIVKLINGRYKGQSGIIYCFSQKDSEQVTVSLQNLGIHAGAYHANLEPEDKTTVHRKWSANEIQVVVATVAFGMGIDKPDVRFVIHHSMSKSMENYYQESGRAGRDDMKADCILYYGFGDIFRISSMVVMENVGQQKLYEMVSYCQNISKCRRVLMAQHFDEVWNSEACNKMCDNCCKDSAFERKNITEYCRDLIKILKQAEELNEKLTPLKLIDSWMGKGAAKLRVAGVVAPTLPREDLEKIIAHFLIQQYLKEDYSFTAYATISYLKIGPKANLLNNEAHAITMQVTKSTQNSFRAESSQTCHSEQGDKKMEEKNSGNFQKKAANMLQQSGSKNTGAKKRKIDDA
#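 50 nM RECQ1T1 preincubated 15 min with compound in Tris pH 8.0 buffer with MgCl2, DTT, Tween-20 and 2.5 ug/ml poly(dI-dC); started with 200 nM TAMRA/BHQ-2 forked duplex and 2 mM ATP. Unwinding read as fluorescence (525/598 nm), two reads 2 h apart.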
# Luc counter: Kinase-Glo luciferase inhibition (counter-screen) | Potency, µM (doses to about 38.3 µM), without a hit: at the top dose activity change, negative = inhibition, actives largely listed as inhibitors | Q27757 | 200,000 tested, 0.28% active | Kinase-Glo luciferase, ATP luminescence, 8 min; also: % is scaled to controls: 0 for no effect and ±100 for the full control effect; nearly all actives have a fitted effect of over 60% in size
#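 Light output from Kinase-Glo luciferase with luciferin and 10 uM ATP in 50 mM imidazole pH 7.2, KCl, MgCl2, Tween 20, BSA; compound pin-delivered, 8-min ambient incubation, then luminescence read.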
# An asterisk follows results filed as active; i = inactive; u = inconclusive; x = no result given; [ ] = another dose, or the depositor's remark. Unless noted, calls follow the shape of the dose curve; as a rule, active = well fitted curve in the direction sought with a large enough effect; inconclusive = small, poorly fitted or top-dose-only effect, or another doubt; inactive = no such curve, though single readings can be large; an effect the other way counts as inactive or inconclusive. Potency is read from the fitted curve at half-maximal effect. Only part of the results is shown; the hit share may differ from the screen's.
SMILES,IMPase Li cell,Epigenetic reg,RGS12 GoLoco inh,SMN2 splice up,JMJD2E inh,NPSR antag,RECQ1 inh,Luc counter
O=C(COC(=O)c1ccc(S(=O)(=O)N2CCc3ccccc3C2)cc1)NC(=O)NCc1ccco1,20.7%[38.3 µM],1.0%,12.9%,-15.3%,-1.2%,-18.6%[46.1 µM],-28.3%,1.1%
CN(CC1COc2ccccc2O1)C(=S)NC1CCCCC1 (stereo unspecified),x,-0.8%,-5.1%,x,-0.5%,13.3%,i,x
C=CCNC(=S)NS(=O)(=O)c1cccs1,-2.2%,-0.4%,-1.9%,11.7%,2.0%,10.0%,i,1.2%
CCCCC/C=C\C/C=C\C/C=C\CCCCC(=O)NCC(=O)O,4.5%,-1.1%,-2.7%,2.3%,-9.8%,x,-6.6%,1.6%
CCCN1CCN(CCCNC(=O)c2cc3c(=O)n(C)c4ccccc4c3n2C)CC1,28.0%[38.3 µM],1.8%,5.6%,25.0%,u,-5.2%[46.1 µM],0.8%,-2.9%
O=C(N/N=C/c1ccco1)c1cccc(N2CCCC2=O)c1,-0.9%,0.0%,-7.5%,u,-1.1%,12.8%,-3.9%,-12.1%
CCC1(C)Cc2ccccc2-c2nc3n(c(=O)c21)CCCCC3 (stereo unspecified),9.5%[38.3 µM],0.0%,-2.6%,-19.5%,-3.2%,-11.0%[46.1 µM],-6.8%,-1.1%
CC(OCC(O)CNCC1COc2ccccc2O1)c1ccc(Cl)cc1 (stereo unspecified),7.6%,0.6%,-0.1%,-1.0%,u,-5.8%,-3.9%,0.7%
COc1cc(OC)cc(C(=O)Nc2ccc(NC(=O)c3ccco3)c(Cl)c2)c1,-10.8%,0.9%,3.6%,-34.5%[inhibitor],u,-9.9%,-13.4%,u
CCOc1cccc(C(=O)NC(=S)Nc2cccc(NC(=O)c3ccccc3Cl)c2)c1,-13.4%,1.1%,5.1%,-29.8%,1.1%,-12.0%,8.9%,5.1%
C/C=C(\C)C(=O)Nc1cccc(C2=NOC3(C2)C[C@@H](C(N)=O)N(C(=O)c2ccccc2C(=O)c2ccccc2)C3)c1 (stereo partly specified),x,1.6%,-8.4%,x,-21.9%,1.0%,i,x
C=CCn1c(SCC(=O)Nc2nccs2)nnc1-c1cc2cccc(OC)c2o1,11.8%[38.3 µM],0.1%,-8.9%,-1.2%,u,-10.9%[46.1 µM],-1.0%,-3.6%
CCOc1ccc(C(=O)NCC(=O)OCC(=O)Nc2cccc(S(=O)(=O)N3CCCC3)c2)cc1,x,6.8%,4.0%,x,-3.7%,5.3%,i,x
COc1ccc(CC(C)N2CCN(c3ccccc3)CC2)cc1OC (stereo unspecified),27.1%[38.3 µM],0.8%,11.1%,-9.4%,1.9%,-8.6%[46.1 µM],-13.5%,6.1%
O=C1OC(c2ccccc2)=C/C1=C\N1CCOCC1,18.0%[38.3 µM],-0.4%,3.8%,u,2.0%,-23.8%[46.1 µM],i,-0.4%
CO[C@H]1[C@H](O[C@H]2O[C@@H](C)[C@@H](O[C@@H]3C[C@](C)(O)[C@H](O)[C@H](C)O3)[C@@H](N(C)C)[C@@H]2O)[C@@H](CC=O)C[C@@H](C)[C@@H](O[C@H]2CC[C@H](N(C)C)[C@H](C)O2)/C=C\C=C/C[C@@H](C)OC(=O)C[C@H]1O,9.7%,-1.4%[16.9 µM],3.6%[21.6 µM],6.1%[20.6 µM],-5.0%[25.5 µM],x,-1.6%[25.9 µM],2.1%[17.1 µM]
O=C(NCc1cccnc1)c1ccccc1NS(=O)(=O)c1ccc(F)cc1F,x,-2.4%,1.9%,x,u,8.1%,-8.8%,x
O=C(Nc1nc(-c2ccc(Cl)cc2)cs1)c1cccnc1,18.7%[38.3 µM],1.5%,4.9%,-21.3%,0.7%,8.5%[46.1 µM],-7.4%,19.6%
CCC(C)(C)NC(=O)C(c1cccs1)N(C(=O)c1ccn[nH]1)c1ccccc1 (stereo unspecified),-2.1%,-1.1%,-5.6%,6.7%,-18.4%,-2.3%,i,-1.3%
O=C(Nc1ccc(F)cc1)C(=O)C1C(=O)Nc2ccccc21 (stereo unspecified),x,2.1%,5.3%,x,-5.8%,34.7%,-0.1%,x
CC(=O)C1=C(O)C(=O)N(CCN2CCOCC2)C1c1ccccc1 (stereo unspecified),21.1%[38.3 µM],0.0%,3.1%,29.8%,u,-9.2%[46.1 µM],0.4%,-2.7%
COc1ccc(C(C)=O)cc1CN1C(=O)C(C)N(c2ccc(C)cc2)C1=O (stereo unspecified),-9.3%[38.3 µM],-0.7%,2.9%,-14.6%,6.4%,1.5%[46.1 µM],i,-1.9%
c1coc(Cn2c(SCc3nc4ccccc4[nH]3)nnc2-c2cccs2)c1,-16.4%[38.3 µM],-0.7%,8.7%,-12.7%,2.9%,-14.0%[46.1 µM],-13.5%,8.1%
Cc1ccc(NC(=O)COC(=O)CCC(=O)c2cccs2)cc1C,-3.4%,0.0%,2.7%,10.7%,6.2%,5.1%,-4.6%,5.4%

# An excerpt from above in order of formula weight, high to low:
SMILES,IMPase Li cell,Epigenetic reg,RGS12 GoLoco inh,SMN2 splice up,JMJD2E inh,NPSR antag,RECQ1 inh,Luc counter
CCOc1ccc(C(=O)NCC(=O)OCC(=O)Nc2cccc(S(=O)(=O)N3CCCC3)c2)cc1,x,6.8%,4.0%,x,-3.7%,5.3%,i,x
c1coc(Cn2c(SCc3nc4ccccc4[nH]3)nnc2-c2cccs2)c1,-16.4%[38.3 µM],-0.7%,8.7%,-12.7%,2.9%,-14.0%[46.1 µM],-13.5%,8.1%
CC(=O)C1=C(O)C(=O)N(CCN2CCOCC2)C1c1ccccc1 (stereo unspecified),21.1%[38.3 µM],0.0%,3.1%,29.8%,u,-9.2%[46.1 µM],0.4%,-2.7%

# The main list resumes with the 4 entries that preceded the break.
SMILES,IMPase Li cell,Epigenetic reg,RGS12 GoLoco inh,SMN2 splice up,JMJD2E inh,NPSR antag,RECQ1 inh,Luc counter
CC(=O)C1=C(O)C(=O)N(CCN2CCOCC2)C1c1ccccc1 (stereo unspecified),21.1%[38.3 µM],0.0%,3.1%,29.8%,u,-9.2%[46.1 µM],0.4%,-2.7%
COc1ccc(C(C)=O)cc1CN1C(=O)C(C)N(c2ccc(C)cc2)C1=O (stereo unspecified),-9.3%[38.3 µM],-0.7%,2.9%,-14.6%,6.4%,1.5%[46.1 µM],i,-1.9%
c1coc(Cn2c(SCc3nc4ccccc4[nH]3)nnc2-c2cccs2)c1,-16.4%[38.3 µM],-0.7%,8.7%,-12.7%,2.9%,-14.0%[46.1 µM],-13.5%,8.1%
Cc1ccc(NC(=O)COC(=O)CCC(=O)c2cccs2)cc1C,-3.4%,0.0%,2.7%,10.7%,6.2%,5.1%,-4.6%,5.4%
CCC(=O)NC(=S)Nc1ccccc1OC,-4.5%,0.0%,-0.1%,u,0.9%,0.4%[46.1 µM],-0.7%,5.6%
c1ccc(OCCCn2nnc(-c3cccnc3)n2)cc1,12.9%[38.3 µM],0.0%,13.7%,-10.8%,5.6%,1.6%[46.1 µM],-0.7%,4.0%
Cc1cc(C)c(OCCCCN2CCC(C)CC2)c(Br)c1,6.8%,-1.4%,-4.1%,6.7%,u,-7.5%,-4.1%,-0.4%
Cc1cc([N+](=O)[O-])nn1Cc1ccccc1F,-9.3%[38.3 µM],2.3%,6.0%,-0.4%,-2.1%,0.6%[46.1 µM],-0.8%,-0.1%
O=C(COC(=O)c1cnccn1)c1ccc([N+](=O)[O-])cc1,x,u,-0.5%,x,3.1%,10.3%,0.4%,x
NCCC[C@@H](CC(=O)N[C@@H]1CCNC[C@H]1C(=O)N[C@H](CC(=O)N[C@@H](CCC(=O)O)CC(=O)O)Cc1ccccc1)NC(=O)C[C@H](Cc1c[nH]c2ccccc12)NC(=O)[C@@H]1CNCC[C@H]1N,-8.6%,-1.1%,-4.3%,-7.5%,-7.6%,x,4.9%,-2.2%
N#C/C(=C\c1ccc(O)c(O)c1)C(=O)NCCc1ccccc1,41.0%[activator],7.1%,10.9%,-48.3%[inhibitor],14.1µM*,-19.3%[46.1 µM],u,1.4%
COC(=O)C1CCN(C(=O)c2ccc(OC3CCN(Cc4ccccn4)CC3)cc2)CC1,7.3%,-11.3%,5.9%,x,3.8%,-24.5%,-1.3%,3.0%
C/C(=N/NC(=O)CNC(=O)COc1cccc(C)c1)c1ccco1,x,0.1%,1.5%,x,-9.9%,29.6%,-8.3%,x
O=C(CCS(=O)(=O)c1cccc2nsnc12)N1CCN(c2ccccc2F)CC1,13.5%[38.3 µM],-1.0%,1.1%,-8.5%,-6.1%,-7.8%[46.1 µM],i,-4.9%
COC(=O)C1=C(C)C(c2ccc(OC)cc2)NC(=O)N1 (stereo unspecified),1.1%,-2.4%,3.1%,-23.8%,-19.2%,15.5%,-7.9%,-0.2%
COc1ccc(NC(=O)c2ccccc2[N+](=O)[O-])cc1OC,-3.9%,-1.3%,-9.8%,16.3%,2.0%,18.2%,-19.7%,-3.5%
O=C1CC[C@@H](CN(Cc2ccccn2)Cc2nc(-c3ccc(C(F)(F)F)cc3)no2)N1,4.1%,-1.1%,0.1%,x,3.9%,7.2%,i,1.5%
CC(=O)Nc1ccc(NC(=O)C/C(C)=N/NC(=O)C(=O)N2CCCC2)cc1,6.1%[38.3 µM],-0.3%,6.4%,2.8%,21.0%,-8.8%[46.1 µM],5.6%,-3.2%
Clc1ccc2c(NC3CCC(N4CCCCC4)CC3)ccnc2c1 (stereo unspecified),4.6%,x,1.7%[14.2 µM],-3.9%[9.22 µM],x,x,x,0.6%[7.66 µM]
N#Cc1ccsc1NC(=O)c1cnccn1,x,-6.2%,x,x,-7.9%,-1.4%[46.1 µM],-3.0%,x
COC(=O)c1ccc(C)c(NC(=O)c2nn(C)c(=O)c3ccccc23)c1,-9.2%[38.3 µM],0.0%,7.0%,2.3%,5.0%,-19.4%[46.1 µM],-4.4%,-0.6%
Cc1ccc(C(C)C)c(OCC(=O)N/N=C/c2ccc(S(=O)(=O)O)o2)c1,x,1.5%,0.8%,x,7.2%,12.1%,1.8%,x
COc1cc(OC)cc(C(=O)O/N=C(\N)c2ccccn2)c1,x,-1.0%,-13.1%,x,137.2%[activator],-5.2%,-15.1%,x
CCn1c2ccccc2c2nnc(SCC(=O)NC3CCS(=O)(=O)C3)nc21 (stereo unspecified),-9.5%,-1.1%,-3.8%,u,-5.2%,19.7%,1.4%,0.8%
